TDP2 inh: blocks human TDP2 phosphodiesterase activity | O95551 | recombinant TDP2, T5PNP hydrolysis, p-nitrophenol absorbance 415 nm | inhibition, % at 12.8 µM | 370,000 compounds, 0.34% hits;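 active means inhibition above the mean of all tested compounds plus 3 SD, set per campaign, cut at about 25% in these data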;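 further: 0% = DMSO with enzyme and 100% = buffer with substrate but no TDP2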
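test system = human TDP2 enzyme | input = TDP2 enzyme at 120 nM final | medium = 50 mM Tris-HCl pH 7.5 with Mg2+, KCl, DTT, BSA | also added = T5PNP substrate, 5 mM | times = 2 h at 37 °C | technique = epi absorbance | benchmarks = high control without enzyme, low control DMSO plus TDP2 | replication = each compound tested once, singlicate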
Tn6 DDE FP: disrupts Tn6 cyclic peptide binding to fibrin D-Dimer-E complex; AID 720509; P02675; 370,000 compounds, 0.21% hits; Fibrin DD(E) TRITC-Tn6 fluorescence polarization displacement; inhibition, % at 8.3 µM;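 active means inhibition above a per-campaign cutoff: mean of compounds within control limits plus 3 SD, cut at about 15% in these data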;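 further: 0% = median of all compound wells on the plate and 100% = blocking peptide control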
TCR CD3 inh: inhibitors of human TCR-CD3 interaction; TAMRA-labeled TCR probe fluorescence, biochemical; inhibition, % at 9.4 µM; 360,000 compounds, 0.37% hits; AID 651800; in the data active means inhibition above about 19%;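 further: recombinant mutant TCR 2C K166C tagged with TAMRA read by polarization; 0% = receptor in buffer alone and 100% = receptor with positive control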
UHRF1 MBD2 ctr: UHRF1 methyl-DNA binding inhibition. inhibition, % at 4.4 µM. 370,000 compounds, 0.75% hits. UHRF1 binding to methylated oligo, TR-FRET; in the data active means inhibition above about 21%;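 further: UHRF1 SRA domain binding a hemimethylated CpG hairpin DNA probe; 0% = median of test compound wells and 100% = reference inhibitor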
MBD2 inh: blocks human MBD2 binding to methylated DNA | Q9UBB5 | TR-FRET, MBD2 binding to methylated oligonucleotide | inhibition, % at 4.4 µM | 370,000 compounds, 0.31% hits | AID 686964; in the data active means inhibition above about 13%
LEDGF integ inh: blocks HIV-1 LEDGF/p75-dependent DNA integration; TR-FRET IN-LEDGF/p75 DNA integration, Eu/Cy5; 370,000 compounds, 0.64% hits; AID 743269; inhibition, % at 3.7 µM;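 active means inhibition above the screen-wide mean plus 3 SD, cut at about 13% in these data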;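 further: signal is the Cy5 over europium emission ratio at 671 and 618 nm; 0% = plate median of compound wells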
Tn7 DDE FP: DD(E)-Tn7 binding inhibition, primary FP screen | inhibition, % at 8.3 µM | FP displacement of FITC-Tn7 peptide from fibrin DD(E); 0% = median of compound wells per plate | 370,000 compounds, 0.13% hits;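 active means inhibition above the mean of compounds falling within the control limits plus 3 SD of them, cut at about 14% in these data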;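 further: 0% = plate median of compound wells and 100% = 10 µM Aha-Tn7 peptide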
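Assay system: human fibrin DD(E). Input: DD(E) 2 µM final. Medium: Tris buffer with calcium and detergent, pH 7.8. Compound dosing: single point at 8.3 µM. Timing: 10 min plus 3 h, room temperature. Technique: fluorescence polarization of the labelled Tn7 tracer. Read-out: percent inhibition. Replicates: singlicate testing.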
proKLK7 act: proKLK7 (human) activation, primary screen; P49862; purified proKLK7, EDANS-DABCYL substrate fluorescence; 100% is mature enzyme control, 0% vehicle; activation, % at 7 µM; 370,000 compounds, 0.9% hits; AID 652039;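 active means activation above the mean of all tested compounds plus 3 SD, computed per campaign excluding outliers beyond control limits, cut at about 13% in these data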
PRMT1 FP inh: inhibitors of human PRMT1; Q99873; recombinant PRMT1, activity-based probe fluorescence polarization; inhibition, % at 2.79 µM; 370,000 compounds, 1.3% hits;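 active means inhibition above about 21% made by adding two undisclosed values, limit read from the data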
Target sequence (Q99873 whole entry, looked up): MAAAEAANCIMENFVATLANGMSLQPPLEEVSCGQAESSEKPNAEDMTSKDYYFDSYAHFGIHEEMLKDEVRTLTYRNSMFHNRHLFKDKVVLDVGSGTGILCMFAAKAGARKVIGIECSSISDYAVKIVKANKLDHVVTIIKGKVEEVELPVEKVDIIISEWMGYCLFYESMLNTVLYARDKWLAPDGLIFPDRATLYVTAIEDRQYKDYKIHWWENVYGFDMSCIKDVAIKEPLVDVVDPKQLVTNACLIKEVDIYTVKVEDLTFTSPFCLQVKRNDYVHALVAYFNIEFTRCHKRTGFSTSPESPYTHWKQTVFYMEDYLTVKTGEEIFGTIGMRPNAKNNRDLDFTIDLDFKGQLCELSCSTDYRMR
SIAE inh: blocks human sialic acid acetylesterase | SIAE FP-Rh probe binding, fluorescence polarization | AID 1053197 | Q9HAT2 | 370,000 compounds, 0.69% hits | inhibition, % at 9.66 µM;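 active means inhibition above a cutoff: mean of compounds within the control limits plus 3 SD of those, cut at about 17% in these data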;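 further: 0% = plate median of compound wells and 100% = probe without SIAE protein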
Target sequence (Q9HAT2 whole entry, looked up): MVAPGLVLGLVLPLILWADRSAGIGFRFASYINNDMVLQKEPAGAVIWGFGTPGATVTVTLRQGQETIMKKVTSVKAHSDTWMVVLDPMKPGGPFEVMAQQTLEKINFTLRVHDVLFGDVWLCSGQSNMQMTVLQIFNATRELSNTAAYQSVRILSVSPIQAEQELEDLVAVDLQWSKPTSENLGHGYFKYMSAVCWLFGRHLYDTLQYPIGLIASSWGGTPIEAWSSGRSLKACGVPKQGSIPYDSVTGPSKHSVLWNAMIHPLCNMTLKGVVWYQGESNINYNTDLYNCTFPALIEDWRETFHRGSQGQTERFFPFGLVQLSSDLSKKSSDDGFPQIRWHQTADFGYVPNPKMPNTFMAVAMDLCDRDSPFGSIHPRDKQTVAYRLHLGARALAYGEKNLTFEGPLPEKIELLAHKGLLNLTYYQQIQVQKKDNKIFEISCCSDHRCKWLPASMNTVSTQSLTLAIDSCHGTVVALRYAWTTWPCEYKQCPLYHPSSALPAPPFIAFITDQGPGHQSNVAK
* hit, by the source's call; . = not tested or not shown.

SMILES	TDP2 inh	Tn6 DDE FP	TCR CD3 inh	UHRF1 MBD2 ctr	MBD2 inh	LEDGF integ inh	Tn7 DDE FP	proKLK7 act	PRMT1 FP inh	SIAE inh
Cc1ccc(-n2c(SCC(=O)NCc3ccc4c(c3)OCO4)nnc2-c2cccnc2)c(C)c1	4	-4	-5	-2	4	2	-7	0.2	-2	2
CCC(C(=O)Nc1ccc(S(=O)(=O)Nc2ncccn2)cc1)c1ccccc1 (stereo unspecified)	3	-1	2	-4	-5	6	5	-0.1	-3	3
CCOc1ccc(NS(=O)(=O)c2ccc(OC)c(C)c2)cc1	-15	2	-3	-2	-3	2	0	-0.3	1	-1
S=c1nccc(-c2ccc(Cl)cc2)[nH]1	-6	3	-2	-1	-8	5	-9	0.3	26*	7
CSCc1ccc(C(=O)OCc2nc3ccccc3s2)o1	1	-3	7	2	-9	-1	-1	-0.5	9	12
OCCNc1nc2ccccc2n1-c1ncnc2sc3c(c12)CCC3	-1	-5	5	-1	-2	-1	2	-0.7	1	4
C#CCN(C[C@H]1[C@H](OC(=O)Nc2cccs2)[C@H](OC(=O)Nc2cccs2)C[C@H]2C(=O)N(c3ccccc3)C(=O)[C@@H]12)S(=O)(=O)c1ccc(C)cc1	3	-3	-1	2	5	-2	1	0.3	7	-15
CCN(CC)C(=O)CC[C@@H]1CC[C@]2(CCCN(C(=O)c3ccccc3)C2)O1	2	3	.	1	1	-4	2	-0.2	2	4
COCCN(Cc1cc2cc(C)cc(C)c2nc1Cl)C(=O)Nc1ccccc1	3	-6	-8	4	6	4	0	-0.4	4	2
O=C(COc1ccc(Cl)cc1Cl)N(Cc1ccco1)C1CCS(=O)(=O)C1 (stereo unspecified)	0	2	2	2	4	-1	-5	-1.0	1	2
Cc1cc(/C=C2\SC(=S)N(Cc3ccco3)C2=O)c(C)n1-c1ccccc1	2	4	4	-2	1	-1	3	0.1	-1	-3
COc1cc2c(cc1OC)CN(C(=O)CN(C)S(=O)(=O)c1ccc(NC(C)=O)cc1)CC2	7	-3	2	-3	-2	3	-6	0.3	-3	7
COc1ccccc1OCCNC(=O)Nc1ccc(Br)cc1	-2	-4	-3	5	-2	-2	-2	0.4	2	18*
COc1ccc(NC(=O)C(C)Sc2ccccc2)cc1 (stereo unspecified)	-9	4	2	-2	-5	-2	5	0.1	-1	-3
Cc1nnc2sc(SCC(=O)Nc3ccc(Br)cc3)nn2c1=O	3	-10	-4	10	3	-4	5	-0.3	7	-2
Cc1ccc(C)c(S(=O)(=O)N2CCCOC2CNC(=O)C(=O)NCCCn2ccnc2)c1 (stereo unspecified)	2	2	5	-1	-3	0	4	-0.8	1	9
COc1ccc(C)cc1NC(=S)NC(C)c1ccc(OC)c(OC)c1 (stereo unspecified)	0	-6	2	1	4	-2	-1	0.4	2	4
COC(=O)[C@@H](NC(=O)CCc1nnc(-c2ccsc2)o1)C(C)C	-14	-1	-15	4	0	1	-2	0.6	-4	2
COc1ccc(CCNC(=O)Nc2cccc([N+](=O)[O-])c2)cc1OC	-1	4	7	-1	2	0	4	0.1	-4	1
COC(=O)c1cccc(C(=O)Nc2ccc(C)cc2Br)n1	3	7	0	-1	1	0	2	-0.1	0	-4
Cc1ccc(S(=O)(=O)N2CCC(C(=O)OCC(=O)N(C)Cc3ccccc3)CC2)cc1C	-11	2	0	1	1	1	10	-0.1	0	-4
CCC(Sc1nc2ccsc2c(=O)n1Cc1ccc(C(=O)O)cc1)C(=O)Nc1ccc(C)c(Cl)c1 (stereo unspecified)	0	6	7	0	-5	3	-5	0.3	1	-19
COc1cccc(/C=N/Nc2ncnc3c2ncn3Cc2ccccc2)c1O	-12	-7	17	0	0	-3	-5	-2.1	-2	3
O=Cc1c(SCCO)nc2ccccn2c1=O	9	11	-3	-4	-3	-4	-2	31*	0	3
O=C1CNC(=S)N1CCOc1ccccc1	12	4	-3	-1	4	2	5	0.1	0	10
COCC1CCCN(Cc2cn(-c3ccccc3)nc2-c2ccc3c(c2)OCO3)C1 (stereo unspecified)	9	-4	-4	0	-3	-6	3	0.0	-1	2
O=C(CSC(=S)N1CCCC1)N1CCN(S(=O)(=O)c2ccccc2F)CC1	-8	-3	2	3	-2	-1	6	0.0	-3	0
O=C1N/C(=N\N=C\c2ccco2)SC1Cc1ccccc1[N+](=O)[O-] (stereo unspecified)	7	0	4	-11	-10	2	1	0.5	1	-2
Nn1c(SCc2nc3ccccc3[nH]2)nnc1C1CCCCC1	7	0	3	-1	-5	-1	-2	-0.4	0	6
COC(=O)c1cc(Br)c(=O)n(-c2cc(C)on2)c1	6	-2	1	-2	3	-2	6	-0.3	-5	1
Nc1ccc(-c2cnc3ccccc3n2)cc1	0	4	2	-6	-8	-2	10	1.1	2	-3
CCn1c(C)nc2cc(C(=O)N/N=C/c3cccc(O)c3O)ccc21	-1	-8	13	-5	2	-8	2	-1.8	-3	4
O=S(=O)(NC1=NCCC1)c1cccs1	3	-10	1	1	1	-3	-6	-0.6	7	1
C=CCNc1nc(-c2ccc(Cl)cc2)cs1	2	-3	-3	0	3	0	-1	-0.5	-1	9
O=C(COc1ccccc1)NCC(=O)N/N=C/c1ccc(Cl)cc1	6	-6	4	-1	-5	-2	-2	0.2	1	-1
CCN1C(=O)N(C)[C@@H](c2ccccc2)C(C(C)=O)=C1C	1	-3	-2	-3	-3	0	-3	0.3	-1	-1
C=CCN(c1ccccc1C(=O)O)S(=O)(=O)c1ccc(NC(=O)OC)cc1	0	7	-4	0	-8	-1	-1	0.2	0	0
COc1ccc(OC)c(/C=N/NC(=O)CNC(=O)c2ccc(S(=O)(=O)N3CCCC3)cc2)c1	-7	-3	5	3	-1	-2	2	-4.5	0	-1
Cn1cc(CNC(=O)c2ccc3nc(Cc4ccccc4F)oc3c2)cn1	0	-3	-1	1	2	-3	-1	-0.7	5	-2
COCc1ccc(-c2c(-c3cc(OC)cc(OC)c3)oc(=O)c3cc(OC)c(OC)cc23)cc1	0	-1	-1	-2	-1	-1	-1	-0.6	-3	-5
O=C(O)c1cc([N+](=O)[O-])ccc1NCc1cccnc1	1	-2	7	2	0	-2	0	-0.3	-2	-8
COc1ccc(CNC(=O)C2CCN(S(=O)(=O)c3ccc(SC)cc3)CC2)cc1	4	6	0	1	-35	2	-5	-0.4	-4	3
Cc1cc(C(F)(F)F)n2nc(-c3cccs3)cc2n1	8	5	4	3	-5	2	-2	0.6	-6	2
COCc1c(C(=O)N/N=C/c2cccc3ccccc23)nnn1-c1nonc1N	-13	-1	2	-1	-10	6	0	-0.7	-5	-8
NC(=S)Nc1cccc(-c2n[nH]c(=S)o2)c1	9	8	3	-4	-1	1	-1	1.2	1	4
CCCN(CC(=O)Nc1ccccc1C)C(=O)C1CCN(S(=O)(=O)c2cccc(C(F)(F)F)c2)CC1	14	1	7	-4	-2	3	1	-0.4	-3	-5
Cc1ccc(S(=O)(=O)CCC(=O)NCc2ccccc2F)cc1	-8	2	-3	1	-6	-4	0	-0.1	-3	-5
COc1ccccc1-c1cn(-c2ccccc2)c(=S)[nH]1	6	-11	2	-1	5	-4	-4	0.1	6	4
CC1CN(C(=S)SCC(=O)c2ccc([N+](=O)[O-])cc2)CC(C)O1 (stereo unspecified)	3	-4	1	2	6	-2	-3	-0.2	4	3
COC(=O)c1ccccc1NC(=O)Nc1cc(C)cc(C)n1	-1	-3	3	-4	10	2	1	-1.9	-1	-1

Next section.
SMILES	TDP2 inh	Tn6 DDE FP	TCR CD3 inh	UHRF1 MBD2 ctr	MBD2 inh	LEDGF integ inh	Tn7 DDE FP	proKLK7 act	PRMT1 FP inh	SIAE inh
O=C(OCc1ccccc1)N1CCC2CC1c1cc(N3CCN(S(=O)(=O)c4cccc(C(F)(F)F)c4)CC3)ccc12 (stereo unspecified)	-17	-15	-9	4	11	-7	-7	-0.3	4	-5
CC(=C/c1ccccc1)/C=N/NC(=O)c1cccs1	-8	-6	-6	3	7	4	2	0.2	8	-9
CC(c1cc(F)ccc1O)c1c[nH]c2ccccc12 (stereo unspecified)	7	4	.	0	1	2	-1	0.0	1	2
CC(C)(C)C1=NN=C2c3ccccc3C(=O)C21 (stereo unspecified)	-9	-5	-2	0	5	4	-2	-1.6	4	3
CCOc1ccc(S(=O)(=O)NCc2cccs2)cc1C(C)C	-10	-9	0	0	1	0	2	0.1	2	-2
Cc1ccc(S(=O)(=O)N(CC2CO2)c2cccc([N+](=O)[O-])c2)cc1 (stereo unspecified)	2	-2	-1	-2	2	-3	-8	-0.9	-1	-5
COC(=O)c1cn(CC(=O)N2CCCCCC2)c2ccccc12	-1	5	0	0	3	0	-5	0.3	-1	1
COc1ccc(S(=O)(=O)N(C)C[C@H]2Oc3ccc(NS(=O)(=O)c4ccccc4)cc3C(=O)N([C@H](C)CO)C[C@@H]2C)cc1	-7	1	-8	-1	0	-6	0	0.4	1	-3
Cc1nc(N2CCOCC2)c(C#N)c(C)c1Br	-7	-4	1	1	5	5	2	0.5	0	5
CN(Cc1ccccc1)Cc1cc(=O)oc2ccccc12	-8	-2	-1	2	1	7	-4	0.1	-3	-9
CC(=O)Nc1ccc(C(=O)Nc2ccc(S(=O)(=O)NCC3CCCO3)cc2)cc1 (stereo unspecified)	-2	-2	8	1	-2	0	1	0.0	1	-7
CCOC(=O)C1=C(C)N(CCCCCC(=O)O)C(=O)NC1c1ccccc1OC(=O)c1cccs1 (stereo unspecified)	-11	0	-9	5	1	3	-12	0.3	-3	-5
C/C(CC(=O)N1CCN(C=O)CC1)=N\NC(=O)c1ccc(Br)cc1	5	-9	-5	-2	-1	-3	-4	-0.1	2	-2
O=S1(=O)c2ccc(Br)cc2N2CC[C@H](C2)N1Cc1ccc(Cl)cc1	3	-3	-4	-1	-2	0	-7	-0.7	-3	-10
Cc1cccc(NC(=S)NCc2ccccc2)c1C	-8	10	-3	-3	-5	-5	8	-0.4	-1	-2
O=C(Nc1cccc(Cl)c1)Nc1nnc([C@H]2C[C@H](O)[C@@H](CO)O2)s1	-5	-3	6	-1	-7	-1	-2	0.3	1	-4

Random excerpt: five compounds from above.
SMILES	TDP2 inh	Tn6 DDE FP	TCR CD3 inh	UHRF1 MBD2 ctr	MBD2 inh	LEDGF integ inh	Tn7 DDE FP	proKLK7 act	PRMT1 FP inh	SIAE inh
CCC(Sc1nc2ccsc2c(=O)n1Cc1ccc(C(=O)O)cc1)C(=O)Nc1ccc(C)c(Cl)c1 (stereo unspecified)	0	6	7	0	-5	3	-5	0.3	1	-19
COc1ccc(OC)c(/C=N/NC(=O)CNC(=O)c2ccc(S(=O)(=O)N3CCCC3)cc2)c1	-7	-3	5	3	-1	-2	2	-4.5	0	-1
CC1CN(C(=S)SCC(=O)c2ccc([N+](=O)[O-])cc2)CC(C)O1 (stereo unspecified)	3	-4	1	2	6	-2	-3	-0.2	4	3
Cc1ccc(-n2c(SCC(=O)NCc3ccc4c(c3)OCO4)nnc2-c2cccnc2)c(C)c1	4	-4	-5	-2	4	2	-7	0.2	-2	2
CCOC(=O)C1=C(C)N(CCCCCC(=O)O)C(=O)NC1c1ccccc1OC(=O)c1cccs1 (stereo unspecified)	-11	0	-9	5	1	3	-12	0.3	-3	-5
